SK-BR-3 tox 24h – SK-BR-3 proliferation inhibitors; SK-BR-3 viability, CellTiter-Glo ATP luminescence, 24 h; active compounds read low; viability, % at 10 µM; 41,000 compounds, 0.47% hits;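 active = viability at or below the median of all test compounds minus 3 SD, in both replicates if run twice, cut at about 45% in these data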;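 note: 100% = median untreated cell wells and 0% = median positive control drug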
* hit, by the source's call.

SMILES	SK-BR-3 tox 24h
Cc1nc2sc(C(c3ccccc3)N3CC(C)OC(C)C3)c(O)n2n1 (stereo unspecified)	96.1
COc1ccc(OC)c(NC(=O)CSc2nnc(-c3ccco3)n2-c2ccccc2)c1	81.9
O=C(c1cnn2c(C(F)(F)F)cc(-c3ccco3)nc12)N1CCc2ccccc2C1	87.9
C=CCn1c(N2C(=O)CC(Cc3ccccc3)C2=O)nc2ccccc21 (stereo unspecified)	90.8
CCOC(=O)CSc1nnc(CNC(=O)c2cccc(C)c2)n1-c1ccccc1OC	97.1
CSc1nsc(SCC(=O)Nc2ccccn2)n1	96.9
Cc1ccc(C)n1-c1ccncc1	89.5
C/C(=N\O)C(=O)NCc1ccccn1	91.3
C=C(Cl)COc1ccc2c(C)cc(=O)oc2c1	105.6
CC(=O)Nc1ccc(S(=O)(=O)N2CCN(C(=O)N3CCCCCC3)CC2)cc1	70.3
CCc1oc(C(=O)O)cc1COC	95.7
CNC(=O)c1cc2c(=O)n3cccc(C)c3nc2n1C	75.6
CCC1SC(N)=NC1=O (stereo unspecified)	112.6
COc1ccccc1NC(=O)C(C)NS(=O)(=O)c1ccc(F)cc1 (stereo unspecified)	88.3
CCn1c(CNc2nc(-c3ccccc3)cs2)nnc1SCC(=O)NCc1ccco1	79.8
O=C1CCc2nc3ccccc3c(=O)n2N1	105.4
Nc1ccc2oc3ncccc3c(=O)c2c1	94.8
O=C1CC(c2ccc(F)cc2)Cc2nc(N3CCc4ccccc43)ncc21 (stereo unspecified)	104.9
S=C(c1cccs1)N1CCCC1	77.0
COc1ccccc1OCC(=O)NCc1ccco1	107.9
Cn1c(=O)cc(SCC(=O)N2CCN(C(=O)c3ccco3)CC2)c2ccccc21	90.5
O=S(=O)(Nc1ccc(S(=O)(=O)N2CCCCC2)cc1)c1cccs1	95.0
Cc1cc(OCC(=O)N2CCOCC2)c(C(C)C)cc1Cl	82.5
CCOC(=O)n1c(=O)oc2cc(S(=O)(=O)N3CCCCC3)ccc21	90.0
C=CCNC(=O)Nc1ccc2oc(C)nc2c1	90.0

Ordered by molar mass (low to high): 14 of the compounds above
SMILES	SK-BR-3 tox 24h
CCC1SC(N)=NC1=O (stereo unspecified)	112.6
C/C(=N\O)C(=O)NCc1ccccn1	91.3
C=CCNC(=O)Nc1ccc2oc(C)nc2c1	90.0
C=C(Cl)COc1ccc2c(C)cc(=O)oc2c1	105.6
COc1ccccc1OCC(=O)NCc1ccco1	107.9
Cc1cc(OCC(=O)N2CCOCC2)c(C(C)C)cc1Cl	82.5
COc1ccccc1NC(=O)C(C)NS(=O)(=O)c1ccc(F)cc1 (stereo unspecified)	88.3
CCOC(=O)n1c(=O)oc2cc(S(=O)(=O)N3CCCCC3)ccc21	90.0
Cc1nc2sc(C(c3ccccc3)N3CC(C)OC(C)C3)c(O)n2n1 (stereo unspecified)	96.1
O=C1CC(c2ccc(F)cc2)Cc2nc(N3CCc4ccccc43)ncc21 (stereo unspecified)	104.9
O=S(=O)(Nc1ccc(S(=O)(=O)N2CCCCC2)cc1)c1cccs1	95.0
Cn1c(=O)cc(SCC(=O)N2CCN(C(=O)c3ccco3)CC2)c2ccccc21	90.5
O=C(c1cnn2c(C(F)(F)F)cc(-c3ccco3)nc12)N1CCc2ccccc2C1	87.9
CCn1c(CNc2nc(-c3ccccc3)cs2)nnc1SCC(=O)NCc1ccco1	79.8

Continuation:
SMILES	SK-BR-3 tox 24h
CN(C)c1nc(OCCOC(=O)COc2ccc(Cl)cc2Cl)nc(N(C)C)n1	88.5
O=C(O)c1ccc(CSc2nc3ccccc3o2)cc1	90.8
CCOC(=O)C(Cc1ccccc1)NC(=O)CNC(C)=O (stereo unspecified)	89.8
C=CCOC(=O)C1=C(C)N=C2SCCC(=O)N2C1c1cccs1 (stereo unspecified)	108.4
COc1ccc(OC)c(S(N)(=O)=O)c1	88.9
CC(=O)c1cc2c(=O)c3cc(C)ccc3oc2nc1C	102.0
Cc1nc2cc(NC(=O)Nc3ccc(N4CCOCC4)cc3)ccc2n1C	109.2
CC(C)CCN1CCNC(=O)C1CC(=O)Nc1ccc(F)cc1 (stereo unspecified)	92.3
CCOC(=O)C1CCN(C(=O)c2ccc(Cl)c(Cl)c2)CC1	88.5
O=C1CCc2cc(S(=O)(=O)N3CCN(Cc4ccc5c(c4)OCO5)CC3)ccc2N1	80.2
Cc1ccc(C)c(N2CCN(C(=O)c3ccccc3Br)CC2)c1	72.4
O=C(c1ccco1)N1CCN(C(=O)N2c3ccccc3Sc3ccccc32)CC1	93.2
CCC(C)(C)n1nnnc1C(c1cccs1)N1CCN(c2nc3ccccc3s2)CC1 (stereo unspecified)	105.2
COCCOC(=O)CC1=NC(=O)CS1	91.5
Cc1ccc(-c2c(C#N)c(N)nc3c2CCCCC3)o1	87.3
O=C1NC(=O)C(CC(=O)N(Cc2ccco2)C2(C(=O)NC3CCCC3)CCCCC2)N1 (stereo unspecified)	85.5
COc1cc2c(C(=O)NCCCOC(C)C)cn(CC(C)C)c(=O)c2cc1OC	78.9
CSc1nc2[nH]c3c(c2c2nncn12)CC(C)(C)OC3	84.9
O=C(NCc1ccccc1)c1cc(-n2cnnc2)ccc1Cl	116.5
CCn1c(Cc2c(C)[nH]c3ccccc23)nnc1SCC(N)=O	92.6
CC(=O)Cc1nsc(NC(=O)c2ccc(-c3cc(C(F)(F)F)ccc3Cl)o2)n1	89.2
C/C(Cl)=C/Cn1c(=O)c2c(nc(Br)n2Cc2ccccc2)n(C)c1=O	90.1
COC(=O)c1[nH]c2ccccc2c1NC(=O)CN1CCC(C(N)=O)(N2CCCCC2)CC1	87.4
COc1ccccc1-c1cc(C(F)(F)F)nc(NCc2ccco2)n1	103.0
O=C1C=C(N2CCN(C3=CC(=O)CCC3)CC2)CCC1	83.9

(next part)
SMILES	SK-BR-3 tox 24h
COc1ccccc1N1CCN(Cc2nc3ccccc3c(=O)n2CC(C)=O)CC1	102.7
COc1ccc(CNC(=O)Cn2cnc3c(=O)n(C)c(=O)n(C)c32)cc1	105.2
O=C(Oc1cccc(Oc2ccccc2)c1)N1CCOCC1	111.4
COc1ccccc1OC1=NS(=O)(=O)c2ccccc21	100.6
CC(=O)Nc1ccc(-n2c(C)c(C(C)=O)c(C(C)=O)c2C)cc1	96.8
Cc1ccc(C(=O)c2coc3ccc(OCC(=O)O)cc23)cc1	89.3
O=c1[nH]cnc2c1nc(SCc1ccccc1)n2C1OC(CO)C(O)C1O (stereo unspecified)	95.1
COCCn1c(COc2ccccc2)nnc1SCC(N)=O	97.2
CC(C)(C)OC(=O)NCCc1nnc(S(=O)(=O)Cc2ccc(Cl)cc2Cl)o1	79.7
COc1cccc(C(=O)Nc2c(F)c(F)c(F)c(F)c2F)c1	96.8
CCOc1cc(C(=O)Nc2c3c(nn2C(C)(C)C)CS(=O)C3)cc(OCC)c1OCC (stereo unspecified)	95.6
COc1cccc(-c2cc(C(F)(F)F)nc(N3CCOCC3)n2)c1	126.3
CCc1ccc(NC2=NC(C(=O)NC3CCCCC3)CC(=O)N2)cc1 (stereo unspecified)	96.0
COC(=O)C1CCN(C(=O)COC(=O)Cn2cnnn2)CC1	74.9
Cc1cc(C)cc(N(C(C)C(=O)Nc2c(C)n(C)n(-c3ccccc3)c2=O)S(C)(=O)=O)c1 (stereo unspecified)	88.7
COc1ccc(/C(O)=C2\C(=O)C(=O)N(c3cc(C)on3)C2c2ccccc2OC)cc1C (stereo unspecified)	87.4
O=C(NCC(F)(F)F)N1CCOCC1	92.4
O=C(Nc1ccc2c(c1)OCCO2)c1c(F)c(F)c(F)c(F)c1F	79.7
CS(=O)(=O)Nc1ccc(OCc2ccccc2)cc1	98.0
CSC1=C(C#N)C(CC(C)C)C(C(C)=O)=C(C)N1 (stereo unspecified)	96.5
CC(C)c1nnc(NC(=O)CCC(=O)NCC2CCCO2)s1 (stereo unspecified)	90.7
Cc1sc(NC(=O)CSc2nnnn2C2CCCC2)c(C#N)c1C	130.2
O=C(Nc1ccon1)c1cccc(Cl)c1	96.0
CCOC(=O)C1=C(N)n2c(s/c(=C\c3cccnc3)c2=O)=C(C(=O)OCC)C1c1cccnc1 (stereo unspecified)	108.9
Cc1ccccc1NC(=O)CSc1nc(N)c(C#N)cc1C#N	91.7

Part of the list above, comma-delimited.
compound,SK-BR-3 tox 24h
COc1cccc(C(=O)Nc2c(F)c(F)c(F)c(F)c2F)c1,96.8
CCc1ccc(NC2=NC(C(=O)NC3CCCCC3)CC(=O)N2)cc1 (stereo unspecified),96.0
COc1ccccc1OC1=NS(=O)(=O)c2ccccc21,100.6
CSC1=C(C#N)C(CC(C)C)C(C(C)=O)=C(C)N1 (stereo unspecified),96.5

Following part.
SMILES	SK-BR-3 tox 24h
CC(C)CCNC(=O)C(c1ccco1)N(Cc1ccc(F)cc1)C(=O)c1snc(C(N)=O)c1N (stereo unspecified)	83.7
C/C(=C\C(=O)c1ccc(C)cc1)Nc1cccc(O)c1	90.8
CCCCCc1nc2ccccc2c(=O)n1N	99.3
CC1(C)Cc2c(sc3ncn4nc(CCC(=O)O)c(=O)nc4c23)CO1	79.5
COC(=O)c1c(N)c(C#N)c2n1CCCCC2	79.7
Fc1ccccc1CSc1ncnc2c1oc1ccccc12	64.6
COc1ccc(C(=O)N2CCc3cc(OC)c(OC)cc3C2)cc1OC	51.9
Oc1ccccc1-c1cc(-c2cccc(F)c2)n[nH]1	72.9
CCOc1ccc(NC(=O)N2CCN(c3nc4ccccc4s3)CC2)cc1	67.8
Cc1ccc(OCCCC(=O)Nc2nncs2)cc1	91.3
COc1ccc2[nH]cc(C(=O)CN3CCCCC3C)c2c1 (stereo unspecified)	96.1
CCCCOc1cccc(-c2nnc(N)s2)c1	75.4
CC(C)C(C(=O)Nc1ccccc1)N1C(=O)c2ccccc2C1=O (stereo unspecified)	105.4
O=C(Cc1ccccc1)Nc1cccc(-c2nnc(-c3ccco3)o2)c1	102.8
Cc1nc(NCCN)c(C#N)c2c1COC(C)(C)C2	85.4
Cc1ccc(Nc2nc(N)nc(CN3CCCCCC3)n2)cc1	89.9
C=CCN1C(=O)CS/C1=C(\C#N)S(=O)(=O)c1ccc(C)cc1	95.8
Cc1ccc(C(=O)N2CCCC(c3nc4c(nnn4Cc4ccccc4)c(=O)[nH]3)C2)cc1 (stereo unspecified)	80.2
CSc1cccc(-n2cc(-c3ccc4c(c3)OCO4)[nH]c2=O)c1	86.2
O/N=C1\CCc2cc(Cl)ccc21	103.2
CCOC(=O)c1cn(CC)c2cc(N3CCCCC3)c(F)cc2c1=O	69.3
CCOC(=O)c1[nH]c2ccccc2c1NC(=O)c1cc(OC)c(OC)c(OC)c1	101.5
O=C(Nc1ccccc1C1CC1)c1cccs1	87.9
CS(=O)(=O)N(Cc1ccccc1)c1ccccc1C(=O)O	97.6
Cc1cc(NC(=O)CSc2nc3c(c(=O)n2-c2ccc(Br)cc2)SCC3)no1	39.7*

(cont.)
SMILES	SK-BR-3 tox 24h
O=C(OCC(CO)OC(CO)n1ccc(=O)[nH]c1=O)c1ccccc1 (stereo unspecified)	82.2
O=C(CCN1C(=O)c2ccccc2C1=O)N1CCC(c2ccccc2)C1 (stereo unspecified)	97.3
O=C1CCCc2nn(-c3ccccc3)c(-c3ccncc3)c21	73.6
COc1ccc(C(=O)NCCCn2ccnc2)cc1	100.5
CCCc1nnc(NC(=O)c2c(O)c3cccc4c3n(c2=O)CC4)s1	122.3
Clc1cccc(CSc2nnc([C@@H]3CCCN3)o2)c1	86.0
COc1ccc(CNC(=O)c2ccccc2SC)cc1	87.8
O=C(CSc1ncnc2c1oc1ccccc12)Nc1ccc2c(c1)OCCO2	55.8
O=C(COC(=O)c1ccccc1S(=O)(=O)N1CCCCC1)NCC(F)(F)F	85.7
Cc1c(NC(=O)OCCNC(=O)Nc2ccccc2)sc(=S)n1C	93.7
Cc1cccc(N(Cc2cc3ccccc3[nH]c2=O)C(=O)c2ccco2)c1C	102.1
CCCS(=O)(=O)N1CCN(Cc2ccncc2)CC1	96.2
O=C(C1CCCCC1)N1CCC(n2nnc3ccccc32)CC1	88.8
CCc1nc(C)cn1S(=O)(=O)c1cc(Br)c(C)cc1OC	85.1
CCN(CC)CCN1C(=O)C(=O)/C(=C(/O)c2ccc(F)cc2)C1c1ccncc1 (stereo unspecified)	120.3
COC(=O)C1=CNC=C(C(=O)OC)C1c1ccc(C(=O)OC)cc1	91.8
Cc1cc(C)nc(N2CCC(C(=O)Nc3nnc(C)s3)CC2)n1	115.5
COCCSc1nnc(NC(=O)COC)s1	111.2
c1ccc(CSc2nnc(-c3ccco3)n2Cc2ccco2)cc1	91.9
CC1(C)Cc2ccccc2C(=O)N1	105.4
CN(CCCCCC(=O)/C=N/O)Cc1ccccc1	85.4
CCOc1ccc(NC(=O)CSc2nccn2C)cc1	94.4
Brc1ccccc1-c1nnc(CSc2nnc3sc4ccccc4n23)o1	103.9
CCOC(=O)C1=C(C)NC(C)=C(C(=O)OCC)C1C(=O)O	94.7
COCCn1c(Sc2ccccc2)nc2c1c(=O)[nH]c(=O)n2C	92.2

The list continues.
SMILES	SK-BR-3 tox 24h
Cc1cc(C)nc(SCC(=O)c2cc3ccccc3oc2=O)n1	95.3
Cc1cc(S(=O)(=O)N2CCOCC2)ccc1F	95.4
O=C(O)C1CC=C(Cl)CC1C(=O)NCC1OCCc2ccccc21 (stereo unspecified)	137.0
Cc1cc2nc(C3CCN(Cc4nnnn4Cc4cccs4)CC3)[nH]c2cc1C	84.1
COc1cccc(C(=O)Nc2c(C)n[nH]c2C)c1	89.4
O=C(O)c1ccccc1-c1ccccc1C(=O)NCc1ccco1	104.3
C[C@@H]1C[C@H]2[C@@H]3CCC4=CC(=O)C=C[C@]4(C)[C@@]3(F)[C@@H](O)C[C@]2(C)[C@@]1(O)C(=O)COP(=O)(O)O	105.2
COc1ccc(-c2nn3c(C4CCCCC4)nnc3s2)cc1OC	91.8
CCCc1[nH]nc2c1C1(CCN(C(=O)OCc3ccccc3)CC1)C(C#N)=C(N)O2	116.9
CCOc1ccccc1N1CCN(C(=O)c2cc3c(s2)CCC3)CC1	77.2
COc1cc(NS(=O)(=O)c2ccc(Br)s2)cc(OC)c1	107.0
CCn1c(CNc2ccc(C)cc2C)nnc1SCC(=O)N1CCCc2ccccc21	99.5
CCn1nc(NC(=O)c2ccccn2)c2cc3cc(C)ccc3nc21	91.3
CCCCCc1c(C)nc(N2CCOCC2)[nH]c1=O	82.0
Cc1cccc2cc(COC(=O)c3ccccc3)c(=O)[nH]c12	101.6
O=C(CCCSc1nc2ccccc2[nH]1)NC1=NCCS1	94.8

The list is partial. The share of hits here may be higher or lower than overall.
